Screening results deposited in PubChem by National Center for Advancing Translational Sciences (NCATS).
TR SRC2 fluor cs – Total Fluorescence Counterscreen for Inhibitors of the Interaction of Thyroid Hormone Receptor and Steroid Receptor Coregulator 2; TRb/SRC2 Texas Red total fluorescence interference; Potency, µM (top dose mostly 106 µM), for the others: at the highest dose fluorescence change, negative = quenching; 280,000 tested, 0.29% active; AID 1479, 2009; active = well fitted curve in either direction with a large enough effect; inconclusive = small, poorly fitted or top-dose-only effect
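Human TRβ ligand-binding domain (0.6 uM) and Texas Red SRC2 peptide (20 nM) in Tris buffer with 1 uM T3 and 5% DMSO were incubated with pinned compound for 5 hr at ambient temperature. Total fluorescence was computed as S + 2P (555/632 nm).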
Tau fibril ThT – qHTS for Inhibitors of Tau Fibril Formation, Thioflavin T Binding; Microtubule-associated protein tau (Homo sapiens), P10636; recombinant tau K18 P301L, heparin-induced fibrillization, ThT fluorescence; Potency, µM (titrated, usually from 57.4 µM), without a hit: at the top dose activity, negative = inhibition, actives largely listed as inhibitors; 270,000 tested, 2.1% active; AID 1460, 2008; note: nearly all actives have a fitted effect of over 55% in size
Target sequence (P10636 561-689 P618L limits assumed): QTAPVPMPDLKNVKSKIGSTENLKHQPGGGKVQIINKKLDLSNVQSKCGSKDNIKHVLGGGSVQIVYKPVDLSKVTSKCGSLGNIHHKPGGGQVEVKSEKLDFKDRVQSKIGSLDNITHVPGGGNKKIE
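Fibril formation assay: tau K18 P301L at 15 uM with trace Alexa 594 label, heparin inducer 20 uM, pH 7 sodium acetate buffer, 37 C for 6 hr; endpoint ThT signal.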
L3MBTL1 block – qHTS Assay for the Inhibitors of L3MBTL1; AID 485360, 2010; Lethal(3)malignant brain tumor-like protein 1 (Homo sapiens), Q9Y468; AlphaScreen L3MBTL1–H3K9me1 peptide binding; Potency, µM (top dose mostly 57.1 µM), for inactives: at the top dose activity, negative = inhibition, usual class: inhibitors; 230,000 tested, 0.66% active; note: nearly all actives have a fitted effect of over 60% in size
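AlphaScreen proximity signal between nickel-chelate acceptor and streptavidin donor beads (final 10 ug/mL) reports binding of 50 nM L3MBTL1 to 75 nM biotin-H3 K9me1 peptide; complex incubated with compounds 30 min at room temperature; cefsulodin titration as control.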
TRb SRC2 PPI – qHTS for Inhibitors of the Interaction of Thyroid Hormone Receptor and Steroid Receptor Coregulator 2; Thyroid hormone receptor beta (Homo sapiens), P10828; TRbeta-SRC2 peptide binding, fluorescence polarization; receptor liganded with 1 µM T3; Potency, µM (highest dose often 106 µM), without a hit: at the top dose activity change, negative = inhibition, actives largely listed as inhibitors; 280,000 tested, 0.065% active;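 note: plate controls were bound peptide for no effect and peptide without receptor for full effect; nearly all actives have a fitted effect of over 50% in size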
Target sequence (P10828 whole entry, looked up): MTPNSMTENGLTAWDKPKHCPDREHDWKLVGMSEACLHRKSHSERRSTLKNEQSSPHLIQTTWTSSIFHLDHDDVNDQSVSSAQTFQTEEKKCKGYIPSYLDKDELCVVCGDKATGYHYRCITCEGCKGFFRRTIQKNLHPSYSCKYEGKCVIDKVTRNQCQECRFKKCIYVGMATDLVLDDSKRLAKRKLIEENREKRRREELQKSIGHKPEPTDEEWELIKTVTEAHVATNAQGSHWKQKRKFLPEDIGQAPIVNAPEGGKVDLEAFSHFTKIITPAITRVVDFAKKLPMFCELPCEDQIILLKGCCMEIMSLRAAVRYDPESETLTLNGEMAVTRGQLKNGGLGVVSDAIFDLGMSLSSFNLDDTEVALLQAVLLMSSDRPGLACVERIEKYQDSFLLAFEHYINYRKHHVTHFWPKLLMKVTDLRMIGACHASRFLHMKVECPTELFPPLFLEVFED
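Human TRb LBD (0.6 uM) plus Texas Red-labeled SRC2 peptide (20 nM), 1uM T3, 5% DMSO, 5 hr at ambient temperature. Decreased polarization (555/632 nm) flags inhibition; data normalized to free and bound peptide controls.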
ALDH1A1 inh – qHTS Assay for Inhibitors of Aldehyde Dehydrogenase 1 (ALDH1A1). Potency, µM (doses to about 75.3 µM), inactives show top-dose activity, negative = inhibition, usual class: inhibitors. Aldehyde dehydrogenase 1A1 (Homo sapiens), P00352. 220,000 tested, 7.3% active. AID 1030, 2008. Purified ALDH1A1, NADH fluorescence, propionaldehyde substrate; active = well fitted inhibition curve with a large enough effect, not every such curve was filed as active; inconclusive = small, poorly fitted or top-dose-only effect, or another doubt; inactive = no such curve, though single readings can be large or run the other way;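 note: plate controls were no enzyme wells and a reference inhibitor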
Target sequence (P00352 whole entry, looked up): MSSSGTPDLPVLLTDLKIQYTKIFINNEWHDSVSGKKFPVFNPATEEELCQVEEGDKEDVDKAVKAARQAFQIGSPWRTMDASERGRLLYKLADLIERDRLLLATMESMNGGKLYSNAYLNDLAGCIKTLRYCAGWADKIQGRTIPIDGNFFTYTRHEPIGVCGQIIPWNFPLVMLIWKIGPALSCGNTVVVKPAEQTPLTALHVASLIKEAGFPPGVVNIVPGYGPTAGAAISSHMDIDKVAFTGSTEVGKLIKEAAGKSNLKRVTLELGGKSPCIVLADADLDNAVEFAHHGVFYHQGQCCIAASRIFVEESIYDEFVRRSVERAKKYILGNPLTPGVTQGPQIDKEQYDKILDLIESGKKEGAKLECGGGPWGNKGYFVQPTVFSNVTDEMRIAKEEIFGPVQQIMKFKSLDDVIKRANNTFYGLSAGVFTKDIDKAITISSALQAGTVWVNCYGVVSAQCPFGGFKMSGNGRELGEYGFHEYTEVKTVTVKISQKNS
Tau FP inhib – qHTS for Inhibitors of Tau Fibril Formation, Fluorescence Polarization. Microtubule-associated protein tau (Homo sapiens), P10636. K18 P301L tau heparin fibrillization, Alexa594 FP, 6 h. Potency, µM (doses to about 57.7 µM), for the others: top-dose activity, negative = inhibition, most hits filed as inhibitors. 280,000 tested, 0.39% active; note: nearly all actives have a fitted effect of over 55% in size
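Quantitative HTS format: compounds meet 15 uM recombinant K18 P301L tau and Alexa 594-tau tracer in 100 mM sodium acetate pH 7; 20 uM heparin triggers fibrillization at 37 C over 6 hr; FP gives the signal.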
GLA spleen mod – qHTS Assay for Inhibitors and Activators of Human alpha-Galactosidase From Spleen Homogenate; Alpha-galactosidase A (Homo sapiens), P06280; human spleen homogenate, 4MU-alpha-Gal fluorescence, 40 min; Potency, µM (series often up to 80 µM), inactives show top-dose activity change, negative = inhibition, actives largely listed as inhibitors; 240,000 tested, 0.008% active;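 note: 0% = enzyme with vehicle and -100% = no enzyme basal signal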
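qHTS titration in buffer at pH 5.0. Alpha-galactosidase activity in spleen homogenate was measured via 4-methylumbelliferone release from 1 mM fluorogenic substrate after 40 min at 37C and a pH 10 stop. AC50 came from Hill fits of control-normalized data.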
Tau fluor cs – Counterscreen qHTS for Inhibitors of Tau Fibril Formation, Fluorescence Polarization | tau K18 P301L (four-repeat tau fragment) Alexa594 fluorescence, heparin fibrillization | Potency, µM (doses to about 57.7 µM), inactives show top-dose activity change, negative = decrease | 280,000 tested, 0.93% active | AID 1463, 2008; note: nearly all actives have a fitted effect of over 55% in size
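Human K18 P301L tau (15 uM unlabeled plus 0.24 uM Alexa 594-labeled, final) in 100 mM sodium acetate pH 7 was mixed with compound and 20 uM heparin and incubated 6 hr at 37 C.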
The depositor's hits bear a star; ? = inconclusive; · = not tested or not shown; [ ] = remark or other dose. Unless noted, calls come from the whole dose curve; as a rule, active = well fitted curve in the direction sought with a large enough effect; inconclusive = small, poorly fitted or top-dose-only effect, or another doubt; inactive = no such curve, though single readings can be large; an effect the other way counts as inactive or inconclusive. Unless noted, % is set by controls: 0 for no effect and ±100 for the full control effect; potency is the fitted concentration of half-maximal effect.

SMILES | TR SRC2 fluor cs | Tau fibril ThT | L3MBTL1 block | TRb SRC2 PPI | ALDH1A1 inh | Tau FP inhib | GLA spleen mod | Tau fluor cs
CC(=O)Cn1c(=O)oc2ccccc21 | 2% | · | · | 2% | · | 3% | 0% | 3%
O=C(c1cccc(F)c1)N1CCCC(C(=O)N2CCCC2)C1 (stereo unspecified) | 0% | -10% | 12% | -20% | -6% | -15% | -4% | -17%
CCOC(=O)N1CCN(c2cc(=O)n(-c3cccc(C)c3)c(=O)[nH]2)CC1 | 0% | -12% | · | 10% | -10% | 1% | -7% | 4%
COc1ccc(CNC(=O)COC(=O)c2cccnc2Nc2cccc(C(F)(F)F)c2)cc1 | -5% | -11% | · | -5% | -8% | -1% | 5% | -23%
COc1ccccc1Cn1cc(C(=O)c2ccc(F)cc2)c(=O)c2cc3c(cc21)OCO3 | 0% | -1% | · | 7% | · | -1% | · | -3%
Cc1ccc(-c2nnc(N3CCC(C)CC3)c3ccccc23)cc1 | -6% | ? | -8% | 5% | -10% | -12% | -2% | -14%
Cc1ccc(Oc2ccc(/C=N/O)cn2)cc1 | 1% | 0% | -2% | -2% | -7% | 4% | 2% | 5%
COc1cc(C=C(C(C)=O)C(C)=O)ccc1O | 2% | ? | · | -4% | -7% | -4% | -3% | -7%
O=C1C=CC(=O)N1Nc1ccc(Br)cc1 | 1% | -5% | 11% | 5% | -14% | -1% | 3% | -6%
c1ccc2cc(CSCc3nc4ccccc4[nH]3)ccc2c1 | 1% | -12% | -12% | 4% | 0% | -8% | -6% | -30%
CCCN(CCC)C(=O)c1c[nH]c2ccc(S(=O)(=O)N(C)c3ccc(OCC)cc3)cc2c1=O | -5% | -4% | · | -4% | · | -9% | · | -21%
CC(O)[C@H]1CNC(=O)C(=O)N1CCCCC1CCCCC1 (stereo partly specified) | -2% | ? | · | 1% | · | -1% | -6% | 0%

Reprinted at random: two compounds from above, in no set order.
SMILES | TR SRC2 fluor cs | Tau fibril ThT | L3MBTL1 block | TRb SRC2 PPI | ALDH1A1 inh | Tau FP inhib | GLA spleen mod | Tau fluor cs
Cc1ccc(Oc2ccc(/C=N/O)cn2)cc1 | 1% | 0% | -2% | -2% | -7% | 4% | 2% | 5%
COc1ccc(CNC(=O)COC(=O)c2cccnc2Nc2cccc(C(F)(F)F)c2)cc1 | -5% | -11% | · | -5% | -8% | -1% | 5% | -23%

Remaining list, next part
SMILES | TR SRC2 fluor cs | Tau fibril ThT | L3MBTL1 block | TRb SRC2 PPI | ALDH1A1 inh | Tau FP inhib | GLA spleen mod | Tau fluor cs
N#CC1=C(N)OC2=C(CCc3ccccc32)C1c1ccccc1 (stereo unspecified) | -4% | ? | 0% | -3% | ? | -12% | 15% | ?
COC(=O)N/N=C/c1cccs1 | 2%[53 µM] | 1% | 3% | 7%[53 µM] | -3% | -5% | -3% | 6%
COc1cc(OC)cc(C(C)=O)c1 | 1% | -10% | -3% | 9% | 12% | 6% | 8% | -9%
O=C(c1cccn2c(=O)c3cc(Cl)ccc3nc12)N1CCN(Cc2ccc3c(c2)OCO3)CC1 | 1% | -20% | ? | 6% | ? | 0% | 4% | -11%
O=C(NCc1ccc(F)cc1)C(=O)NCC1OCCN1S(=O)(=O)c1ccc2c(c1)OCCO2 (stereo unspecified) | 0% | · | · | 11% | · | 0% | 9% | -13%
CC1Oc2ccccc2N(Cc2cccnc2)C1=O (stereo unspecified) | 2% | 3% | 1% | 4% | -4% | 3% | -3% | 1%
CCOC(=O)N1CCN(Cc2nc(C3CC3)no2)CC1 | -7% | -5% | 1% | -4% | 1% | -1% | 3% | -3%
CCCOc1ccc(C2CC(=O)NC2=O)cc1 (stereo unspecified) | 0%[53 µM] | -7% | 0% | 1%[53 µM] | 2% | 0% | 7% | -11%
CN1N=C(C(=O)N2CCc3c([nH]c4ccccc34)C2c2c(F)cccc2Cl)CCC1=O (stereo unspecified) | -1% | -12% | -22% | 0% | 1% | -6% | -14% | -11%
NC12CC3CC(C1)CC(CO)(C3)O2 | 0% | 5% | 6% | -11% | 7% | 8% | -1% | 2%
COc1nc(Oc2ccc(=O)[nH]n2)nc(N2CCOCC2)n1 | -2% | -3% | 4% | -21% | 5% | -3% | -2% | -1%
CCCCC(CC)CNC(=O)c1cccs1 (stereo unspecified) | -5% | -1% | 42%[activator] | 0% | 13% | 8% | ? | -1%
Cc1ccccc1S(=O)(=O)c1c(C)cc(C)n(CC(C)C)c1=O | -1% | -12% | · | 7% | 7.9µM* | 2% | 2% | -20%
C1=C(CCNC2=NCCCCC2)CCCC1 | 2% | -3% | -37% | 2% | 15% | 11% | 16% | -1%
CCCNC(=O)CSc1c(CCC)cnc2c1c(=O)n(C)c(=O)n2C | -1% | -3% | · | -1% | · | -3% | · | -1%
C=CCNC(=O)C1CC2Cn3c(nc4ccccc43)C2N1C (stereo unspecified) | 0% | -3% | · | -11% | · | 1% | -17% | 9%
COc1cc(SC)ccc1C(=O)OC(C)C(=O)NC1CCCC1 (stereo unspecified) | -2% | -1% | -2% | 0% | -10% | -2% | -3% | -3%
Cc1cc(=O)oc2cc(OCC(=O)OCC(=O)NC(C)C)ccc12 | -1% | 2% | -8%[2.29 µM] | -5% | ? | 0% | 1% | 0%
CC1CC(=O)Nc2ccccc2N1C(=O)CN1CCN(c2ccccc2)CC1 (stereo unspecified) | 1% | -2% | · | 2% | 3% | -1% | 2% | -2%
CC(=O)c1cc2c(cc1NC(=O)c1cccc(S(=O)(=O)N3CCN(C)CC3)c1)OCO2 | 4% | -10% | -4% | -3% | 7% | 4% | -2% | -15%
CCCn1nnnc1SCC(=O)NCc1ccccc1 | 2% | -7% | 8% | 4% | -7% | -1% | 3% | -4%
O=C(CN1C(=O)c2ccccc2S1(=O)=O)c1ccc(F)cc1 | -2% | · | · | -6% | · | -3% | -5% | -8%
COc1ccc(CN2CCNC(=O)C2CC(=O)NCCc2c[nH]c3ccccc23)c(OC)c1 (stereo unspecified) | -4% | -15% | -9% | -1% | -11% | 2% | 3% | -15%
COc1ccc(CNC(=O)C2CCN(S(=O)(=O)c3c(C)noc3/C=C/c3ccccc3F)CC2)cc1 | -9% | 15% | · | -1% | · | -2% | · | -8%

Next section, overlapping the part above by two compounds.
SMILES | TR SRC2 fluor cs | Tau fibril ThT | L3MBTL1 block | TRb SRC2 PPI | ALDH1A1 inh | Tau FP inhib | GLA spleen mod | Tau fluor cs
COc1ccc(CN2CCNC(=O)C2CC(=O)NCCc2c[nH]c3ccccc23)c(OC)c1 (stereo unspecified) | -4% | -15% | -9% | -1% | -11% | 2% | 3% | -15%
COc1ccc(CNC(=O)C2CCN(S(=O)(=O)c3c(C)noc3/C=C/c3ccccc3F)CC2)cc1 | -9% | 15% | · | -1% | · | -2% | · | -8%
COC(=O)CSc1nnc(-c2cccc(NC(=O)c3ccc(C)cc3)c2)n1C | -1% | -17% | 35%[activator] | -22% | -7% | -3% | 4% | -14%
Cc1ccc(S(=O)(=O)Nc2nc3ccc(S(=O)(=O)N4CCCC4)cc3s2)cc1 | 0% | -5% | -4% | -6% | 0.16µM* | 6% | -1% | -4%
O=C(Cn1cc(C(=O)c2ccccc2)c(=O)c2cc3c(cc21)OCCO3)Nc1ccc(F)c(F)c1 | -3% | -1% | · | -6% | · | -8% | · | -29%
C=CCOC(=O)CC(NC(=O)c1ccccc1)c1ccccc1 (stereo unspecified) | -4% | 3% | 7% | 0% | 7% | 3% | -12% | 4%
CCOCC(=O)Nc1ccccc1C(=O)O | -7% | 3% | 4% | -1% | 11% | 5% | 6% | 5%
Cc1nc2sc3c(c2c(=O)n1/N=C/c1ccco1)CCCC3 | -3% | -3% | · | 8% | 4% | 1% | 1% | -4%
COc1cccc(Cn2nc(SC)c(S(=O)(=O)c3ccccc3)c2N(C(C)=O)C(C)=O)c1 | 5% | ? | · | -7% | · | ? | · | -9%
CC1CCN(C(=O)CSc2nc3ccccc3nc2Cc2ccccc2)CC1 | -2% | -9% | · | 0% | · | 10% | · | -4%
COC(=O)c1c(NC(C)=O)sc(C(=O)Nc2ccccc2F)c1C | -1% | -5% | -4% | 8% | ? | -12% | 11% | 0%
CCN(CC)S(=O)(=O)c1ccc2nc(CSc3nnnn3-c3ccc(O)cc3)[nH]c2c1 | -9% | -7% | -2% | -3% | ? | -5% | 3% | -17%
CCCC(O)(CCC)C(=O)NNc1ccccc1 | -1% | -4% | -2% | 12% | 3% | 1% | 2% | -2%
COc1ccc(C2C(C(N)=O)=C(C)Nc3nc(-c4ccccc4Cl)nn32)c(OC)c1 (stereo unspecified) | -1% | -4% | -27% | 2% | 1% | 11% | -1% | -5%
CS(=O)(=O)N1CCc2cc(-c3csc(NC(=O)Cc4cccs4)n3)ccc21 | 0% | -22% | · | 2% | 13µM* | -7% | 5% | ?
Cc1ccc(C(C(=O)NC(C)(C)C)N(C(=O)c2csnn2)c2ccccc2F)o1 (stereo unspecified) | -3% | -1% | -4% | -5% | 3% | -2% | -6% | 4%
CCCN1CCN(C(=O)c2cccc3c2C(=O)N(CCOC)C3)CC1 | 0% | -8% | · | -1% | -8% | 6% | -4% | -6%
NC(=O)CSc1nnc(-c2ccc(S(=O)(=O)N3CCOCC3)cc2)n1Cc1ccccc1 | -1% | -8% | · | 9% | ? | 0% | -1% | -7%
C=CCn1c(C)nnc1SCC(=O)c1[nH]c(C)c(C(C)=O)c1C | -1% | -1% | -12% | 3% | 7% | -4% | 1% | 4%
Cc1ccc(Nc2c(-c3ccsc3)nc3cccc(C)n23)cc1 | 0% | ? | · | -1% | · | 7% | · | ?
O=C(NCCC1=CCCCC1)C1CCN(S(=O)(=O)c2ccc(Br)s2)CC1 | -3% | -10% | -4% | 0% | 19µM* | 9% | -12% | -13%
Cc1cc(C(=O)COC(=O)C2=NNC(=O)CC2)c(C)n1-c1ccc(OC(F)F)cc1 | 2% | -7% | · | -12% | 2% | 4% | 1% | -9%
